AmpC no deterg: AmpC beta-lactamase inhibition without detergent; P00811; AmpC nitrocefin hydrolysis, absorbance 480 nm, 0.0001% Triton; Potency, µM (highest dose often 57.1 µM), for the others: top-dose activity change, negative = inhibition, hits mostly inhibitors; 0.52% of 330,000 active; AID 485341;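 note: potency is the fitted concentration of half-maximal effect; plate controls were no compound for no effect and no enzyme for full effect; nearly all actives have a fitted effect of over 20% in size; some results filed as inactive show a strong effect at the top dose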
Target sequence (P00811 whole entry, looked up): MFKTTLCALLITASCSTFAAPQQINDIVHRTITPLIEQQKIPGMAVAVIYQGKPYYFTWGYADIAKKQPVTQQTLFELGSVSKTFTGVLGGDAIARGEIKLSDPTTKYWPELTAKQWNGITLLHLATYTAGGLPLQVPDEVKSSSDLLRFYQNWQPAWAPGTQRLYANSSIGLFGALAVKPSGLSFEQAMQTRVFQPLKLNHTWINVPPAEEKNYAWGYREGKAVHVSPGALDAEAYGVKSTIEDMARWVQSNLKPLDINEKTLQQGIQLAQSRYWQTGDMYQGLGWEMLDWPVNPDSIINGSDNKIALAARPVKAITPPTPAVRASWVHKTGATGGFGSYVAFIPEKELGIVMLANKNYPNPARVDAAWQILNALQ
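AmpC (5.3 nM in the dispensed reagent) in 20 mM phosphate pH 7.0 with 0.01% (detergent screen) or 0.0001% Triton X-100 was preincubated with compounds for 15 min at room temperature. Nitrocefin was then added from an 800 uM solution, and hydrolysis was followed at 480 nm.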
HCMV antiviral: blocks human cytomegalovirus replication; HFF cells, HCMV-luciferase reporter, 72 h; stronger effect = lower value; activity change, negative = inhibition, % at 57.5 µM; 4.5% of 410,000 active; AID 1259415; in the data active = activity change below about -60%; inconclusive = no clear call, values can overlap the other calls; inactive = above about -39%
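Two compound doses tested in HFFs infected with HCMV-luciferase, MOI 1 PFU/cell, 72 h at 37C. Lysate luminescence read with OneGlo; data normalized against buffer-only and 10uM Salinomycin inhibitor controls.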
TbPYK inhibitor: T. brucei pyruvate kinase inhibition | Potency, µM (highest dose often 76.8 µM), inactives show at the highest dose activity, negative = inhibition, usual class: inhibitors | 0.12% of 410,000 active | AID 624173 | TbPYK enzyme, Kinase-Glo Plus ATP luminescence, 45 min; note: potency is the fitted concentration of half-maximal effect; nearly all actives have a fitted effect of over 50% in size
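Glycolytic pyruvate kinase of T. brucei was incubated with substrate, test compound and 130 uM ADP for 45 minutes at room temperature. Luminescent Kinase-Glo Plus signal was measured after 10 minutes.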
AMA1-RON2 inh: disrupts binding of P. falciparum AMA1 to RON2 | AID 720542 | AlphaScreen AMA1-biotinylated RON2 peptide binding | Potency, µM (series often up to 58.2 µM), without a hit: top-dose activity change, negative = inhibition, most hits filed as inhibitors | 0.2% of 360,000 active;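 note: potency is the fitted concentration of half-maximal effect; 0% = vehicle wells and -100% = peptide control; nearly all actives have a fitted effect of over 45% in size; some results filed as inactive show a strong effect at the top dose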
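AMA1 (3D7) with his tag at 25 nM final met compounds first, then biotinylated RON2 peptide at 25 nM; detection used donor plus acceptor beads, 10 µg/mL apiece, read by AlphaScreen after 30 min at room temperature.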
AmpC inh detg: AmpC beta-lactamase inhibition with detergent present; P00811; AmpC hydrolysis of nitrocefin, absorbance 480 nm, 0.01% Triton; Potency, µM (series often up to 114 µM), inactives show at the highest dose activity change, negative = inhibition, usual class: inhibitors; 0.041% of 370,000 active; AID 485294;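 note: potency is the fitted concentration of half-maximal effect; 0% = no-compound wells and -100% = no-enzyme wells; nearly all actives have a fitted effect of over 25% in size; some results filed as inactive show a strong effect at the top dose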
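20 mM phosphate pH 7.0 + 0.01% (detergent screen) or 0.0001% Triton X-100; 5.3 nM AmpC reagent; cpd preinc 15 min RT; nitrocefin (800 uM stock) to start; A480 q20 s × 4 min; Activity was normalised to no-enzyme and no-compound control wells.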
LmPK inh: inhibitors of Leishmania mexicana pyruvate kinase; Potency, µM (titrated, usually from 57.5 µM), for inactives: top-dose activity change, negative = inhibition, usual class: inhibitors; AID 1721; 0.37% of 290,000 active; Q27686; purified LmPK, Kinase-Glo ATP luminescence, 1 h; note: potency is the fitted concentration of half-maximal effect
Target sequence (Q27686 whole entry, looked up): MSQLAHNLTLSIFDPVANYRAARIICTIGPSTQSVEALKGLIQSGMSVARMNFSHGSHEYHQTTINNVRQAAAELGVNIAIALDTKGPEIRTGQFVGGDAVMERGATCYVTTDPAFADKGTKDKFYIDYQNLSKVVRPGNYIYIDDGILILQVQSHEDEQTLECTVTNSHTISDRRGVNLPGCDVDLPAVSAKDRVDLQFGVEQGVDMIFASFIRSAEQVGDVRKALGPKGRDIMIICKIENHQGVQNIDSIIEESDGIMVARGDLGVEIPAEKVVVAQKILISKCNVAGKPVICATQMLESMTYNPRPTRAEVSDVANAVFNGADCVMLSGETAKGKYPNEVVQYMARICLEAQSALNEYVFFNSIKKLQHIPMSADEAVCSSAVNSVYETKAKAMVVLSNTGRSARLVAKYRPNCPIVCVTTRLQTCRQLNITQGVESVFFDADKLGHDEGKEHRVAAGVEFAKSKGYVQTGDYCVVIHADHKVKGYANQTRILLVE
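Purified LmPK (0.1 nM) converted ADP (0.1 mM) to ATP with PEP (0.5 mM) in imidazole buffer pH 7.2 with KCl and MgCl2, 1 h at room temperature. ATP was read by Kinase-Glo luminescence; data normalized to uninhibited and no-enzyme controls.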
Sm TGR block: S. mansoni TGR enzyme inhibition | 3% of 360,000 active | AID 485364 | purified TGR, DTNB reduction, TNB absorbance 405 nm | Potency, µM (titrated, usually from 114 µM), inactives show top-dose activity change, negative = inhibition, most hits filed as inhibitors; note: potency is the fitted concentration of half-maximal effect; nearly all actives have a fitted effect of over 60% in size
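First, TGR (20 nM dispensed) and NADPH were mixed with compound. Second, a 15 min room-temperature incubation followed. Third, further NADPH and then DTNB were added to start the reaction. Finally, TNB absorbance was monitored kinetically.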
An asterisk follows results filed as active; ? = inconclusive; . = no result given; & = joins results of further samples; [ ] = another dose, or the depositor's remark. Unless noted, calls come from the whole dose curve; as a rule, active = well fitted curve in the direction sought with a large enough effect; inconclusive = small, poorly fitted or top-dose-only effect, or another doubt; inactive = no such curve, though single readings can be large; an effect the other way counts as inactive or inconclusive. Unless noted, % is set by controls: 0 for no effect and ±100 for the full control effect. An unsorted share of the library, and some 7.4% of all compounds hit somewhere here.

entry	smiles	AmpC no deterg	HCMV antiviral	TbPYK inhibitor	AMA1-RON2 inh
1	CN1C[C@H](C(=O)N[C@]2(C)O[C@@]3(O)[C@@H]4CCCN4C(=O)[C@H](Cc4ccccc4)N3C2=O)CC2c3cccc4[nH]cc(c34)C[C@H]21 (stereo partly specified)	209.4%&183.5%[activator]	-18.6&10.9	-6.0%&1.5%	-7.0%&-12.1%
2	O=C(N/N=C/c1ccc2c(c1)OCO2)c1ccn(Cc2ccc(Cl)cc2)n1	-15.8%	36.8	3.2%	-5.0%
3	O=[N+]([O-])c1ccc(N/N=C2/CCCCC2c2ccccn2)cc1 (stereo unspecified)	-27.1%	16.6	-6.6%	-5.1%
4	c1ccc2c(c1)C(=Nn1cnnc1)c1ccccc1-2	-16.3%	28.8	-2.3%	2.5%
5	Cc1onc(-c2c(F)cccc2Cl)c1C(=O)NC(=S)NC1CCS(=O)(=O)C1 (stereo unspecified)	-12.1%	-29.6	-6.8%	15.1%
6	CC(=O)OC1CCC2(C)C3CCC4(C)C(C(C)=O)CCC4C3CC3OC32C1 (stereo unspecified)	.	-61.1*	-15.6%	2.3%
7	CC(Oc1ccc(F)cc1)C(=O)Nc1nc(-c2ccc(F)cc2)ns1 (stereo unspecified)	.	-94.3*	0.8%	.
8	COc1cc(-c2nc(-c3ccc4c(c3)[nH]c(=O)n4C)no2)cc(OC)c1OC	.	12.9	1.7%	.
9	COc1ccc2c(C)nc(N/C(N)=N/S(=O)(=O)c3ccc(C)cc3)nc2c1	-3.6%	6.8	-3.7%	0.3%
10	O=C(NCCCNc1ccc([N+](=O)[O-])cc1)C(F)(F)F	-0.4%	32.2	-5.2%	8.6%
11	CC(=O)Nc1ccc(NC(=O)C2(C)Cc3c(-c4cccc(C(N)=O)c4)ccnc3O2)cc1 (stereo unspecified)	.	25.5	-5.4%	-4.2%
12	CCc1nnc(SC(CC)C(=O)Nc2cccc(OC)c2)c2cc3oc(C)cc3n12 (stereo unspecified)	.	-2.9	2.2%	.
13	CCOC(=O)c1nc(Nc2cc(Cl)ccc2OC)c2ccccc2n1	156.1%[activator]	-69.8*	-1.7%	8.6%
14	CC(=O)N(C1=C(N2CCOCC2)C(=O)c2ccccc2C1=O)c1ccc(C(=O)O)cc1	-19.9%	-33.8	-9.0%	0.0%
15	O=C(NCCc1ccccc1)C(=O)NCC(c1ccco1)S(=O)(=O)c1cccs1 (stereo unspecified)	.	11.2	-0.2%	.

entry	AmpC inh detg	LmPK inh	Sm TGR block
1	?	.	-24.0%&-7.4%
2	-10.9%	-11.6%	6.3%
3	-7.8%	6.2%	?
4	-7.6%	-0.6%	2.4%
5	-2.6%	2.6%	-2.2%
6	.	.	.
7	20.0%	.	3.8%
8	4.4%	.	10.6%
9	1.3%	1.5%	.
10	1.4%	6.1%	5.8%
11	.	.	.
12	8.0%	.	3.1%
13	5.1%	-3.5%	0.8%
14	7.8%	-21.3%	2.82µM*
15	2.0%	.	20µM*

Other structures follow.
entry	smiles	AmpC no deterg	HCMV antiviral	TbPYK inhibitor	AMA1-RON2 inh
16	COc1ccc(-c2cn3cccnc3n2)cc1	-23.7%	-23.7	-24.5%	-10.4%
17	CCOC(=O)c1ccccc1NC(=O)c1cc2c(s1)-c1c(C)cccc1OC2	.	16.9	-0.8%	.
18	O=[N+]([O-])c1[nH]cnc1/C=C/c1ccccc1	-1.1%	-34.7	-6.5%	2.8%
19	CCNc1nc(NCc2ccccc2)nc(Oc2ccc(=O)[nH]n2)n1	-12.6%	75.1	1.6%	-20.4%
20	CC(=O)NC1C(=O)SC1(C)C (stereo unspecified)	-7.5%	.	.	.
21	CC(=O)c1csc(-c2cccc(-c3nc4ccc(Cl)cn4c3NC3CCCCC3)c2)c1	-15.8%	11.9	2.7%	-3.9%
22	Cc1nnc(SCc2ccc(CSc3nnc(C)c(=O)[nH]3)cc2)[nH]c1=O	-20.0%	-37.6	-0.2%	-2.1%
23	O=C1c2[nH]nc(-c3ccccc3O)c2C(c2ccccc2F)N1Cc1ccco1 (stereo unspecified)	-43.4%	-20.4	11.1%	15.8%
24	Cc1ccc(C)c(NC(c2ccccc2)c2nnc(-c3ccccc3F)o2)c1 (stereo unspecified)	.	20.0	1.7%	.
25	CCNC(=O)C(=O)Nc1cc2c3c(c1)CCN3C(=O)CC2	1.0%	46.4	-9.9%	0.0%
26	O=[N+]([O-])c1ccc(N2CCCCCC2)c([N+](=O)[O-])c1	-15.4%	39.7	-0.4%	?
27	CCOC(=O)N1CCC(NC(=O)C2CCCN(S(=O)(=O)c3cccc4nsnc34)C2)CC1 (stereo unspecified)	-10.8%	-5.3	-4.4%	-4.3%
28	O=c1c2ccccc2ncn1CCOCCOc1ccc([N+](=O)[O-])cc1	-22.5%	?	5.4%	-1.6%
29	CC1CCC(NC(=O)C2(C)Cc3ccccc3C(=O)N2Cc2ccc(Cl)cc2)CC1 (stereo unspecified)	.	2.8	-2.4%	.
30	COc1cc(NS(=O)(=O)c2ccc(C)c(C)c2)c(OC)cc1Cl	-16.1%	-69.3*	-2.8%	5.1%

entry	AmpC inh detg	LmPK inh	Sm TGR block
16	?	-19.6%	1.9%
17	-0.5%	.	-1.3%
18	0.9%	9.4%	-2.4%
19	0.1%	-6.8%	1.5%
20	5.6%	-6.2%	-1.9%
21	5.4%	.	-0.5%
22	-9.3%	0.6%	0.2%
23	0.5%	-1.6%	-0.7%
24	11.1%	.	-2.1%
25	-5.6%	-2.5%	0.8%
26	0.1%	0.3%	-8.7%
27	-10.4%	1.9%	2.3%
28	-1.3%	-0.6%	.
29	18.6%	.	4.9%
30	2.0%	0.6%	-2.5%

Grouped by structure: those above with a thiophene ring, fused or not
entry	smiles	AmpC no deterg	HCMV antiviral	TbPYK inhibitor	AMA1-RON2 inh
15	O=C(NCCc1ccccc1)C(=O)NCC(c1ccco1)S(=O)(=O)c1cccs1 (stereo unspecified)	.	11.2	-0.2%	.
17	CCOC(=O)c1ccccc1NC(=O)c1cc2c(s1)-c1c(C)cccc1OC2	.	16.9	-0.8%	.
21	CC(=O)c1csc(-c2cccc(-c3nc4ccc(Cl)cn4c3NC3CCCCC3)c2)c1	-15.8%	11.9	2.7%	-3.9%

entry	AmpC inh detg	LmPK inh	Sm TGR block
15	2.0%	.	20µM*
17	-0.5%	.	-1.3%
21	5.4%	.	-0.5%

Additional results
entry	smiles	AmpC no deterg	HCMV antiviral	TbPYK inhibitor	AMA1-RON2 inh
31	CCOc1ccc(S(=O)(=O)Nc2ccc(OC)c(Cl)c2)c2cccnc12	.	-8.1	3.4%	.
32	Cc1ccc(S(=O)(=O)N2C[C@H]3[C@H]4C(=O)N(Cc5ccccc5)C(=O)[C@H]4CC(=O)[C@H]3[C@@H]2c2ccccc2)cc1	.	-24.9	-1.3%	22.9%
33	C/C(CC1(O)C(=O)Nc2ccccc21)=N\O (stereo unspecified)	-8.9%	-16.8	-5.3%	0.8%
34	CCc1ccc(C2c3[nH]c4ccccc4c3CCN2C(=O)CN2CCN(CC)CC2)cc1 (stereo unspecified)	223.2%[activator]	23.7	2.2%	?
35	COC(=O)Nc1ccc(S(=O)(=O)N2CCCC(C(=O)O)C2)cc1 (stereo unspecified)	-14.6%[2.29 µM]	3.0	-2.4%	6.9%
36	CC1(C)Cc2c(C#N)c(N3CCN(C(=O)c4ccccc4)CC3)nc(Cc3ccccc3)c2CO1	-23.3%	-20.7	1.1%	4.5%
37	O/N=C/c1cn(-c2ccccc2)nc1-c1ccccc1	-31.9%	0.9	4.2%	4.4%
38	CCN(CC)CC(=O)Nc1ccc(-c2nc3cc(NC(=O)CN(CC)CC)ccc3o2)cc1	-14.5%	140.1	-1.3%	-2.4%
39	Cc1ccc2c(c1)[C@H]1[C@H](CO2)[C@H](c2ccccc2)[C@]2(C)C(=O)N(Cc3ccc(F)cc3)CC(=O)N12	33.6%	21.0	0.6%	2.2%
40	O=C(C=Cc1ccccc1)c1ccc([N+](=O)[O-])cc1	.	1.6	-1.6%	?
41	CN(C)CCCNC(=O)C[C@H]1C[C@H](C(=O)N2CCOCC2)[C@@]2(C)c3[nH]c4cc(-c5ccco5)ccc4c3CCN2C1=O	140.3%[activator]	-14.4	0.7%	0.0%
42	O=C(CN1CCN(C(=O)c2ccco2)CC1)Nc1cc(Cl)ccc1Cl	5.5%	-39.4	3.8%	-8.9%
43	CN(C)c1ccc(NC(=O)CN2CCC(O)(c3ccccc3)CC2)cc1	18.7%	-36.6	-0.6%	-16.5%
44	COc1ccc(N2CC(C(=O)N[C@@H](C)C(=O)NC3CCCC3)CC2=O)cc1 (stereo partly specified)	-14.6%	-20.4	0.0%	9.5%
45	Cc1ccc(C(=O)NCCc2nnc(SCC(=O)Nc3cccc(C(=O)O)c3)n2C)cc1	3.0%	.	1.3%	5.9%
46	Cc1cccnc1NC(=O)CCNC(=O)c1ccc(Br)cc1	-9.9%	25.4	-3.4%	-4.2%
47	CCc1cccc(C)c1NC(=O)c1ccc2c(c1)CCN2S(=O)(=O)c1ccc(Cl)cc1	.	0.2	-7.7%	.
48	Cc1ccc(S(=O)(=O)N(C)Cc2nc(-c3ccc(Br)cc3)no2)cc1	-21.5%	2.8	-2.2%	16.3%

entry	AmpC inh detg	LmPK inh	Sm TGR block
31	-1.8%	.	-10.0%
32	.	.	.
33	0.2%	5.8%	0.9%
34	8.3%	10.2%	10.6%
35	-11.4%	-3.2%	1.9%
36	2.1%	1.5%	-1.4%
37	-6.3%	6.3%	0.9%
38	?	-1.2%	-2.4%
39	.	.	.
40	.	.	.
41	.	.	.
42	-6.4%	3.0%	-16.9%
43	-3.2%	-1.0%	-13.9%
44	-2.6%	-8.7%	2.4%
45	-14.5%	-8.2%	5.1%
46	-14.4%	-6.4%	1.0%
47	0.1%	.	1.7%
48	?	-1.7%	-0.5%

Record cards (already shown):
O=C(CN1CCN(C(=O)c2ccco2)CC1)Nc1cc(Cl)ccc1Cl across the screens: AmpC no deterg = 5.5%; HCMV antiviral = -39.4; TbPYK inhibitor = 3.8%; AMA1-RON2 inh = -8.9%; AmpC inh detg = -6.4%; LmPK inh = 3.0%; Sm TGR block = -16.9%
Cc1ccc(C(=O)NCCc2nnc(SCC(=O)Nc3cccc(C(=O)O)c3)n2C)cc1 across the screens: AmpC no deterg = 3.0%; HCMV antiviral = .; TbPYK inhibitor = 1.3%; AMA1-RON2 inh = 5.9%; AmpC inh detg = -14.5%; LmPK inh = -8.2%; Sm TGR block = 5.1%
